From PubChem BioAssay
Hsp70 act: Hsp70 transcriptional activators, primary screen, cell-based, HeLa, Hsp70 promoter luciferase, luminescence, 10 µM; HeLa Hsp70 promoter luciferase reporter; scaled: vehicle 0, proteasome-inhibitor control 100%; activation, % at 10 µM; hit rate 0.04% among 200,000; AID 1203, 2008;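 active = activation above the mean across all tested compounds plus 3 SD, cutoff set per campaign, cut at about 5.5% in these data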;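 also: 100% = MG132 at 30 µM as the positive control and 0% = DMSO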
STAT1 act: STAT1 signaling activators, primary screen, cell-based, HTS, luciferase reporter | AID 932, 2007 | activation (% of control), % at 5.5 µM | NIH 3T3 STAT1-luciferase reporter, IFN-gamma, luminescence; 100% = IFN-gamma alone, no compound | hit rate 2.6% among 200,000;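 active = activation above the screen-wide mean activation plus 3 SD, cut at about 130% in these data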;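 also: raw ratio to IFN-gamma control signal so 100% means no change and 0% no light; values of inactives mirror those of a sister screen read the other way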
NF-kB expr up: activators of NF-kB expression in neurons, primary screen, cell-based, HTS | human neuronal cells, NF-kB reporter expression; stronger effect = higher value | hit rate 1.6% among 190,000 | fold change at 12.5 µM; in the data active = fold change above about 3.3
APP 5'UTR act: activators of APP 5'UTR luciferase reporter, primary screen, SH-SY5Y cells; activation, % at 2 µM; AID 1276, 2008; hit rate 1% among 190,000; SH-SY5Y APP 5'UTR luciferase reporter, luminescence; zero percent = DMSO vehicle wells;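 active = activation above a set limit, based on mean plus 3 SD of controls, cut at about 140% in these data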; also: values of inactives mirror those of a sister screen read the other way
STAT1 inh: STAT1 signaling inhibitors, primary screen, cell-based, HTS, luciferase reporter | hit rate 0.35% among 200,000 | inhibition, % at 5.5 µM | AID 920, 2007 | NIH 3T3 STAT1-luciferase reporter, IFN-gamma, luminescence;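 active = inhibition above a set limit, the mean inhibition across all tested compounds plus 3 SD, cut at about 34% in these data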;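 also: 0% = IFN-gamma with DMSO and 100% = IFN-gamma with 300 µM nifuroxazide; values of inactives mirror those of a sister screen read the other way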
STAT3 act: IL-6 driven STAT3 reporter potentiators, primary screen, U3A cells, luciferase, luminescence, MLSCN library; activation (% of control), % at 5.6 µM; AID 871, 2007; hit rate 0.91% among 190,000; IL-6 STAT3-luciferase reporter; 100% = signal with IL-6 EC80 alone;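 active = activation above the screen-wide mean of compound activation plus 3 SD, cut at about 130% in these data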;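 also: 0% = background luminescence of wells with medium and substrate only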
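Material: human U3A cells carrying STAT3-luciferase construct. Measured by: reporter luminescence signal. Timing: compound 1 h, then IL-6 6 h at 37 °C.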
RAM network inh: inhibitors of the yeast RAM network, primary screen, dse1pr::URA3 reporter, 5-FOA selection; S. cerevisiae dse1pr::URA3 reporter, 5-FOA growth OD615, 2 d; analog-sensitive cbk1-as2 kinase mutant strain; inhibition, % at 50 µM; hit rate 1.8% among 190,000; AID 868, 2007;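 active = inhibition above a set limit, 3 SD over mean compound inhibition, cut at about 8.4% in these data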;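 also: 0% = DMSO-only wells with no growth and 100% = 10 µM 1-NA-PP1 full growth; inhibition rescues growth on 5-FOA so higher OD means more RAM inhibition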
FLuc inhib CS: firefly luciferase enzyme inhibitors, primary screen, artefact control for luciferase-based inhibitor screens, biochemical, luminescence, ATPLite | Luciferin 4-monooxygenase (Photinus pyralis), P08659 | 10 min | inhibition, % at 10 µM | hit rate 1.5% among 200,000;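 active = inhibition above about 50% when tested at 10 µM, limit read from the data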
Target sequence (P08659 whole entry, looked up): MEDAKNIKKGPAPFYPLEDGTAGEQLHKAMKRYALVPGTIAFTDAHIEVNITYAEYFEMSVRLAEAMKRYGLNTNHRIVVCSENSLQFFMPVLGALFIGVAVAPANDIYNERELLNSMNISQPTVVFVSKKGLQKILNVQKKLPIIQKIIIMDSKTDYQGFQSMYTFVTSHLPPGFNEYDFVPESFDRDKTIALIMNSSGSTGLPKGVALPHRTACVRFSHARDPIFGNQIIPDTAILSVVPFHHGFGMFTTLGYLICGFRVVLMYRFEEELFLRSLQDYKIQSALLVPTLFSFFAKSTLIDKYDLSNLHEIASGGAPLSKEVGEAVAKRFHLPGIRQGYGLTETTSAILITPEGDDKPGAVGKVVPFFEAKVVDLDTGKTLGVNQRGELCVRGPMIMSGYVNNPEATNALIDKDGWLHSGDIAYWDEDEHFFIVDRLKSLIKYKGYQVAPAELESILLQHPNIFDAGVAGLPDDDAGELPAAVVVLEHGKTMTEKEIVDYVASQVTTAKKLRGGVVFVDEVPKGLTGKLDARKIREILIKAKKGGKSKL
STAT3 blocker: IL-6 driven STAT3 reporter inhibitors, primary screen, U3A cells, luciferase, luminescence, MLSCN library; IL-6 STAT3-luciferase reporter; host cell line lacks STAT1; inhibition, % at 5.5 µM; hit rate 0.89% among 190,000; AID 862, 2007;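 active = inhibition above the mean inhibition across all screened compounds plus 3 SD, cut at about 44% in these data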;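 also: 0% = DMSO only wells and 100% = 100 µM nifuroxazide control wells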
APP transl inh: inhibitors of APP translation via 5'UTR reporter, primary screen, APP 5'UTR luciferase, SH-SY5Y cells; SH-SY5Y APP 5'UTR-luciferase reporter, luminescence; inhibition, % at 2 µM; hit rate 0.82% among 190,000; AID 1285, 2008;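 active = inhibition above a set limit, derived from the sample mean plus 3 SD, cut at about 45% in these data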; also: values of inactives mirror those of a sister screen read the other way
Numbers without * were called inactive; / = no result given.

Compound,Hsp70 act,STAT1 act,NF-kB expr up,APP 5'UTR act,STAT1 inh,STAT3 act,RAM network inh,FLuc inhib CS,STAT3 blocker,APP transl inh
O=C(NCC(O)c1ccccc1)c1cccc(S(=O)(=O)N2CCOCC2)c1 (configuration not stated),-0.6,99,1.2,16,-6,107,1.5,-7,-4,-16
Cc1ccc2nc(NC(=O)CSc3ncnc4c3oc3ccccc34)sc2c1,-0.2,98,1.1,4,3,105,3.5,-8,2,-4
CCCCC(=O)N1CCCC(C(=O)OCC)C1 (configuration not stated),-0.1,104,1.2,19,-4,101,0.8,-7,3,-19
O=C(Oc1cccc(NC2=NS(=O)(=O)c3ccccc32)c1)c1cccnc1,0.7,97,0.94,13,1,93,1.8,-4,12,-13
Cc1cccc(CSC2=NCCN2C(=O)c2ccco2)c1,0.0,102,1,10,-3,83,0.7,-4,29,-10
O=C(NCCc1ccncc1)Nc1ccccc1Cl,0.2,98,1.1,6,2,100,1.3,-2,5,-6
Cc1ccnc(Sc2nc3c(c(=O)[nH]c(=O)n3C)n2CCCc2ccccc2)n1,0.0,103,0.94,4,-3,105,0.4,-4,-3,-4
c1ccc(C2C3=C(CCCC3)Nc3ncnn32)cc1 (configuration not stated),-0.3,98,1.1,-18,2,106,0.8,0,-2,18
CN1CCN(C(=S)Nc2ccc(Oc3ccccc3)cc2)CC1,0.1,104,1.2,2,-6,101,1.4,-2,3,-2
COC(=O)c1cc(C(=O)N(Cc2ccccc2)c2ccccn2)cc([N+](=O)[O-])c1,-0.2,96,1.6,21,4,98,3.0,-1,6,-21
COc1cc2c(cc1OC)C(Nc1ccc(S(N)(=O)=O)cc1)=NC(C)(C)C2,-0.1,91,1.2,9,10,99,0.1,-8,3,-9
CCCCn1nnnc1NCc1cc(OC)c(OC)c(OC)c1,-0.4,100,1.2,10,-1,99,1.4,-6,5,-10
CC(C)=C1SC(N2CCN(c3ccc(Cl)cc3)CC2)=NC1=O,-0.4,86,1,6,14,82,1.8,-7,24,-6
CC(=O)Nc1cc(NC(=O)CCCC(=O)O)ccc1Cl,0.2,98,1.2,25,3,98,0.6,-3,6,-25
COCCCNC(=O)c1ccc(CS(=O)(=O)Cc2cccc(C)c2)o1,0.2,99,0.95,-2,1,103,0.6,-4,2,2
CCC(C)n1c(C)nc2c(c1=O)c1nc3ccccc3nc1n2CCC1=CCCCC1 (configuration not stated),-0.1,98,0.7,10,2,87,2.0,-3,19,-10
O=C(O)/C(=C\c1ccco1)NC(=O)c1ccccc1,-0.3,94,1,-7,7,99,2.5,-3,-2,7
O=c1cc(N2CCOCC2)cnn1-c1ccccc1,0.1,121,1.4,17,-24,111,1.7,2,-8,-17
O=C1NC(Cc2c[nH]c3ccccc23)C(=O)N1c1ccc(F)cc1 (configuration not stated),-0.2,100,1.1,13,0,105,0.0,-6,0,-13
CCCC(=O)Nc1sc(C(=O)Nc2cccc(N)c2)c(C)c1C(=O)OC,-0.4,123,1.7,33,-27,95,-0.4,26,10,-33
COc1cc(OC)cc(-c2nnc(N(C)C(=O)c3ccncc3)s2)c1,-0.3,101,1.2,-1,1,85,1.0,-10,22,1
CC(C)C1N=C2c3ccccc3N=C(SCC#N)N2C1=O (configuration not stated),-0.1,91,1.3,-9,10,105,2.5,-6,-5,9
O=C1c2cccc3cccc(c23)C(=O)N1CCCc1n[nH]c(=S)n1-c1ccccc1,0.0,104,0.96,5,-4,87,1.9,9,23,-5
COc1cc(S(=O)(=O)NCC2COCCO2)ccc1-n1cnnn1 (configuration not stated),-0.2,101,1,2,-1,104,1.3,-1,-2,-2
Cc1cc(/C=N\NC(=O)CC(=O)NC2CCCCC2)c(C)n1-c1cccc(Cl)c1Cl,-0.3,100,0.71,9,0,115,-0.7,-6,-21,-9
Cc1nn(Cc2cccc(C(=O)N3CCCC(C)C3)c2)c(C)c1[N+](=O)[O-] (configuration not stated),-0.4,102,1.1,2,-3,101,0.5,-5,3,-2
Cc1ccc(NCc2ccccc2O)c(C)c1,-0.2,109,1.5,3,-7,90,3.0,-5,17,-3
CCCCCc1c(C)nc(SCC(=O)O)[nH]c1=O,-0.1,100,1.1,-8,0,101,-0.8,-3,3,8
Cc1c2ccccc2nc2c(F)c(NCCO)c(F)c(F)c12,-0.3,92,0.81,11,9,95,3.1,8,8,-11
O=c1ccsn1Cc1ccccc1,0.1,97,1.1,-7,3,116,-0.7,1,-10,7

Record cards (already shown). Values in the order: Hsp70 act, STAT1 act, NF-kB expr up, APP 5'UTR act, STAT1 inh, STAT3 act, RAM network inh, FLuc inhib CS, STAT3 blocker, APP transl inh
CCCCCc1c(C)nc(SCC(=O)O)[nH]c1=O is listed with -0.1, 100, 1.1, -8, 0, 101, -0.8, -3, 3, 8
O=c1ccsn1Cc1ccccc1 is listed with 0.1, 97, 1.1, -7, 3, 116, -0.7, 1, -10, 7

Continuation.
Compound,Hsp70 act,STAT1 act,NF-kB expr up,APP 5'UTR act,STAT1 inh,STAT3 act,RAM network inh,FLuc inhib CS,STAT3 blocker,APP transl inh
Cc1nc2c(C#N)c(-c3ccc(Cl)cc3)ccn2n1,0.0,102,1.7,-8,-3,95,0.7,-7,10,8
COc1ccc(CCNC2CC(=O)N(C3CCCCC3)C2=O)cc1OC (configuration not stated),0.1,93,1,-3,6,101,0.8,-1,6,3
CCOC(=O)C1=C(C)N=c2s/c(=C/c3ccccc3)c(=O)n2C1c1ccc(OC)c(OC)c1 (configuration not stated),0.0,102,1.2,4,-2,108,1.7,-10,2,-4
O=[N+]([O-])c1cccc(-c2ccc(/C=N/Nc3nc(N4CCCCC4)nc(N4CCCCC4)n3)o2)c1,-0.1,115,0.64,23,-19,83,3.6,-4,24,-23
COc1cccc(C2=NOC(C(=O)Nc3ccc(OC)c(OC)c3)C2)c1 (configuration not stated),0.0,90,0.92,13,11,96,2.9,-5,9,-12
Cc1cccc(OCC(=O)Nc2sc3c(c2C#N)CCC3)c1,-0.1,119,1.9,36,-22,94,6.9,0,10,-36
O=C(C(c1ccccc1)c1ccccc1)N1CCN(c2ccccn2)CC1,0.0,91,1.1,17,10,77,1.0,-4,33,-17
Cc1cc(Cl)ccc1OC(C)C(=O)NCCc1ccc2c(c1)OCCO2 (configuration not stated),-0.3,103,1,-6,-4,101,1.1,-2,-1,6
CCC(=O)N1CCN(c2ccc(NC(=O)COc3ccccc3Cl)cc2)CC1,-0.5,93,0.42,-4,7,72,5.5,-2,37,4
CC(=O)c1ccc(N2CCC(C(=O)O)CC2)cc1,-0.4,93,1.1,-6,7,101,0.4,-1,2,6
O=C(NC12CC3CC(CC(C3)C1)C2)N1CCN(C2CCCCC2)CC1,-0.3,99,0.97,2,-2,107,2.0,-8,-3,-2
CCOCCCNCc1ccc(OC)c(OC)c1,0.1,99,1.2,6,1,103,2.9,0,6,-6
O=C(Cc1ccccc1)NCc1n[nH]c(=S)n1-c1ccc(Br)cc1,-0.4,98,1.1,6,1,107,-0.5,-9,-6,-6
O=S(=O)(NC(=S)NC1CCCCC1)c1ccc(Br)cc1,0.0,111,1.2,-6,-11,105,5.8,-6,4,6
C[n+]1ccc(/C=C/c2ccc(Br)cc2)cc1,-0.2,98,1.1,8,2,90,1.1,-4,14,-8
CCOC(=O)CSc1nnc(Cn2nnc(-c3ccccc3)n2)n1CC,0.2,97,0.98,-8,3,99,-0.6,-4,5,8
COc1ccc(NC(=O)CN2CCN(Cc3ccc4c(c3)OCO4)CC2)cc1OC,-0.1,100,1,-10,0,97,1.0,-4,9,10
Cc1ccc(S(=O)(=O)Nc2cc(C(F)(F)F)ccc2N2CCOCC2)cc1,-0.1,102,1.2,-7,-2,105,2.7,-4,-8,7
Cc1cc(NC(=O)CSc2nnc3c4c(C)c(C)sc4ncn23)no1,0.0,100,1.1,-25,0,102,-0.7,-6,4,25
CCN(Cc1ccccc1)C(c1ccncc1)c1nnnn1C(C)(C)C (configuration not stated),-0.3,92,0.98,-10,8,91,0.6,-6,17,10
Cc1cc(NC(=O)CCn2c(=O)sc3ccccc32)no1,-0.1,103,/,15,-4,96,/,/,9,-16
Cc1cc(C(=O)Nc2nc3ccc(S(C)(=O)=O)cc3s2)c(C)o1,-0.2,113,1.9,2,-14,97,0.7,42,5,-2
COc1ccc(NC(=O)c2ccc(CN3CCN(c4ccccc4)CC3)cc2)cc1OC,-0.3,98,1.1,-11,3,91,0.0,-1,10,11
O=C(Cc1ccccc1)N/N=C/c1ccc(OC(=O)/C=C\c2ccco2)cc1,0.0,118,1.2,-18,-20,107,2.6,-6,-5,18
Cc1ccc(NC(=O)CN2CCCCCC2)cc1Br,-0.1,103,1.7,13,-3,99,0.3,1,10,-13
O=C(O)CCCCCn1c(SCc2cc(=O)n3ccccc3n2)nc2ccsc2c1=O,-0.5,101,0.92,-15,-1,93,0.5,-4,12,15
O=C(CNC(=O)c1cccs1)NCCN1CCN(Cc2ccccc2)CC1,-0.3,103,1.1,-1,-4,99,3.6,-10,7,1
O=C(c1cc(-c2ccc(Cl)cc2Cl)on1)N1CCN(C(=O)c2ccco2)CC1,-0.3,106,0.96,-5,-7,98,-1.2,17,6,5
O=S(=O)(Nc1ccc(Cl)cn1)c1cccc(S(=O)(=O)c2ccccc2)c1,0.0,98,1,-24,1,97,5.2,-6,9,24
CN(C)C=NC(=O)c1cccn1-c1ncc(C(F)(F)F)cc1Cl,0.4,105,1.6,13,-7,81,0.7,-2,25,-13
COc1ccccc1CNC(=O)COc1ccc([N+](=O)[O-])cc1,-0.2,101,1,11,-3,101,2.7,-3,4,-11
CCc1ccc(N2C(=O)C(Cl)=C(N3CCOCC3)C2=O)cc1,-0.1,109,1.1,-17,-10,95,7.4,35,9,17
CCOC(=O)c1cnc(-c2ccccc2)nc1Oc1ccc(C)cc1,0.1,103,1.2,10,-4,110,6.5,-1,-10,-10
O=C(c1cc(=O)[nH]c2ccccc12)N1CCN(S(=O)(=O)c2ccc3ccccc3c2)CC1,0.0,107,0.35,-17,-8,106,0.8,-7,-4,17
COc1ccc(OC)c(S(=O)(=O)N2CCC(C(=O)N3CCc4ccccc4C3)CC2)c1,-0.1,95,0.51,-7,5,92,1.5,-1,14,7
CCOC(=O)/C(C#N)=C/Nc1cc(OC)ccc1OC,-0.4,102,1.3,-26,0,95,3.4,-2,4,26
CCc1ccc(NC(=O)Nc2cccc(OC)c2)cc1,0.2,146*,2.5,161*,-52,104,2.5,52*,8,-161
COc1ccc(C2(CNC(=O)c3ccc(OC)c([N+](=O)[O-])c3)CCOCC2)cc1OC,-0.2,102,1.1,-12,-2,99,0.9,-13,8,12
